# SENP6 block = blocks the human protease SENP6; Q9GZR1; Recombinant SENP6 catalytic domain, aminoluciferin luminescence; inhibition, % at 10 µM; actives 1.8% (n = 330,000); AID 2599;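 active = inhibition above about 50% at the single tested dose, limit read from the data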;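 also: plate controls were DMSO wells with enzyme for no effect and DMSO wells lacking enzyme for full effect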
# Target sequence (Q9GZR1 628-1112 limits assumed): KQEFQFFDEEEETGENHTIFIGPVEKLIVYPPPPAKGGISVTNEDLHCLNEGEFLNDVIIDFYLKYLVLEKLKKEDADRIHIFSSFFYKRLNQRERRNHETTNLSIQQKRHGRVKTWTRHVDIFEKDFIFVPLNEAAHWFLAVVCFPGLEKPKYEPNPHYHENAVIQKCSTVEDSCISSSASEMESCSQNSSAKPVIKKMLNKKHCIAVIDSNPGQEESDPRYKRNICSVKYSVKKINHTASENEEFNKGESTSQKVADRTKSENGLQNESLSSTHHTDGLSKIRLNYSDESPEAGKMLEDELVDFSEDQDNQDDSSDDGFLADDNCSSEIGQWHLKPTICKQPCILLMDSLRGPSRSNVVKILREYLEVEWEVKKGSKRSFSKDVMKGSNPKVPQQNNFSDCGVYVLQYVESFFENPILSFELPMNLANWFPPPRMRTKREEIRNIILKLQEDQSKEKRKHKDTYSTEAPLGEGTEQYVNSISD
# SENP7 block = blocks the human protease SENP7; inhibition, % at 5 µM; actives 1.5% (n = 330,000); AID 434973; Q9BQF6; recombinant SENP7, Z-RLRGG-aminoluciferin luminescence, 40 min;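 active = inhibition above about 50% at the single test dose, limit read from the data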;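 also: plate controls were DMSO with enzyme for no effect and no enzyme buffer wells for full effect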
# SENP8 block-1 = SENP8 (human) protease inhibition; recombinant SENP8, Nedd8 substrate fluorescence; actives 0.64% (n = 360,000); inhibition, % at 20 µM; Q96LD8; AID 602440; in the data active = inhibition mostly above about 40%, no sharp cut-off; inactive = mostly below about 27%
# Target sequence (Q96LD8 whole entry, looked up): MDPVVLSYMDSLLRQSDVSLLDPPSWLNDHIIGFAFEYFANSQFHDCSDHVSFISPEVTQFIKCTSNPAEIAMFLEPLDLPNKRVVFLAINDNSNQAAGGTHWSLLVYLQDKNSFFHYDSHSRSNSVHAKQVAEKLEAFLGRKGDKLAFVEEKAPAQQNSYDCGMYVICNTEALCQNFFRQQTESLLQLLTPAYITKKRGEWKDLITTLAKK
# HKDC1 inhibitor = HKDC1 (human) hexokinase inhibition | recombinant HKDC1, G6PDH/diaphorase resazurin coupled fluorescence | inhibition, % at 20 µM | actives 0.16% (n = 340,000) | AID 493160;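 active = inhibition above about 35% when tested at 20 µM, limit read from the data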;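 also: plate controls were DMSO wells with enzyme for no effect and DMSO wells lacking enzyme for full effect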
#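 Assay system: recombinant HKDC1 hexokinase; detection: coupled resazurin fluorescence, excitation 525 nm, emission 613 nm; benchmarks: DMSO-plus-enzyme-mix negative control, buffer-substituted positive control; compound dosing: single 20 µM dose; schedule: 90 min at room temperature in dark; also added: glucose plus 1 mM ATP as hexokinase substrates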
# PfGluPho inh = PfG6PD (Plasmodium falciparum) enzyme inhibition. PfGluPho enzyme, NADPH resazurin-diaphorase fluorescence. actives 0.78% (n = 350,000). inhibition, % at 20 µM;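 active = inhibition reaching at least a set limit at 20 µM in the primary screen, cut at about 59% in these data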;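 also: 0% = DMSO wells with substrate and 100% = DMSO wells lacking glucose-6-phosphate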
# SENP1 inh = inhibitors of human SENP1 SUMO protease catalytic domain; Q9P0U3; recombinant SENP1 catalytic domain, CyPet-SUMO1-YPet FRET cleavage; inhibition, % at 10 µM; actives 0.21% (n = 360,000); AID 624204;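 active = inhibition at least 30% at 10 µM, raw YFP signal under a set limit, fluorescence ratio 0.5 to 1.5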;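 also: 0% = enzyme with DMSO and 100% = no enzyme wells; some results filed as inactive read as strong as hits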
# Target sequence (Q9P0U3 419-644 limits assumed): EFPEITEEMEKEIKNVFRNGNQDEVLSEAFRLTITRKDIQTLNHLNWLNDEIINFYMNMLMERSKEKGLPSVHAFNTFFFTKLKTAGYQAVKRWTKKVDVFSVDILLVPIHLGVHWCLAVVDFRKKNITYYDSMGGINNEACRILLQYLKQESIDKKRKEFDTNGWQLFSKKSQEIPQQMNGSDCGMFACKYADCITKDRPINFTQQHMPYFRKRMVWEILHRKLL
#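 Material – human SENP1 catalytic domain · Input – SENP1 enzyme, 20 pM final · Compound dosing – single concentration of 10 µM compound, 0.5% DMSO final · Timing – enzyme reaction for 50 min at room temperature, dark · Measured by – FRET fluorescence in CFP and YFP emission channels · Control set – no-enzyme wells low, DMSO-plus-enzyme wells high control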
# SENP8 block-2 = blocks the human protease SENP8; Q96LD8; purified SENP8, Z-RLRGG-aminoluciferin cleavage, luminescence; inhibition, % at 10 µM; actives 1.2% (n = 330,000); AID 2540; in the data active = inhibition above about 50%
# Apaf1 inhib = blocks human Apaf-1 apoptosome activity | reconstituted apoptosome caspase-3 activity, DEVD-Rh110 fluorescence | O14727 | actives 0.71% (n = 330,000) | inhibition, % at 20 µM; active = inhibition of at least 40% at 20 µM;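 also: plate controls were DMSO wells for no effect and DEVD-CHO caspase inhibitor wells for full effect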
#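 Assay system: Apoptosome proteins | Medium: pH 7.5 Hepes buffer with CHAPS, BSA, DTT | Also added: Cytochrome c and DEVD-Rh110 substrate | Times: 30 min plus 50 min, RT | Detection: Rhodamine 110 fluorescence at Ex 480/Em 540 nm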
# The depositor's hits bear a star; x = no result given. Rows were taken by chance (roughly 3.6% active in at least one column).
SMILES,SENP6 block,SENP7 block,SENP8 block-1,HKDC1 inhibitor,PfGluPho inh,SENP1 inh,SENP8 block-2,Apaf1 inhib
CC[C@@]1(C(=O)OC)N[C@H](CN(C)C(=O)Nc2ccc(C)cc2)[C@@H]2C(=O)N(C)C(=O)[C@@H]21,3,5,8,-5,2,0,-3,-6
COc1cc(C2C(C#N)=C(C)NC3=C2C(=O)CC(C)(C)C3)cc(OC)c1O (configuration not stated),9,-2,-7,0,13,0,-3,-2
O=C1Nc2ccccc2S/C1=C/c1cccs1,-14,-9,-2,-3,-6,-6,-24,17
Cc1cccc(CCN2CCN=C2N(C)C)c1,-14,-2,-3,6,5,0,-7,1
NS(=O)(=O)c1ccc(CCNC(=O)c2ccc(Cl)cc2[N+](=O)[O-])cc1,-1,-1,15,-12,32,3,-1,-3
Cc1ccc(-c2nnn(CC(=O)Nc3nnc(C(C)C)s3)n2)cc1,-25,-5,5,-4,-18,2,-12,7
CCOC(=O)COc1ccc2c(=O)c(-c3ccccc3)coc2c1,15,4,21,-3,-6,3,15,-7
Cc1cc(NC(=O)CSc2nnc(CNC(=O)c3ccccc3)o2)no1,10,0,7,2,-8,0,5,12
CCC1CSC(Nc2ccc(C(=O)/C=C/c3ccc(Oc4ccccc4)cc3)cc2)=N1 (configuration not stated),-15,-9,-42,17,-6,-9,-13,24
COc1ccc(C2=NOC(C(=O)NC(C)(C)C)C2)cc1 (configuration not stated),-13,-6,-1,8,-10,1,-8,3
COc1ccc2c(c1)cc(C(=O)O)n2C,-8,-2,-203,-3,-7,1,-7,-3
Cc1cccc(Oc2ncc(-c3ccc(Cl)cc3)cn2)c1,-5,4,13,-5,-14,1,8,-6
Cc1cc(C(=O)OCC(=O)N(CC(C)C)c2c(N)n(Cc3ccccc3)c(=O)[nH]c2=O)c(C)o1,1,-2,-2,-7,3,-11,1,6
COc1ccc(Cl)cc1-c1n[nH]c(=S)n1C,-10,7,4,-3,29,2,4,-10
CCOC(=O)C1=C(COc2ccccc2)NC(=O)NC1c1cccc([N+](=O)[O-])c1 (configuration not stated),8,-5,9,-3,22,2,4,9
CC(C)(C)C(=O)Nc1ccc(C(=O)N/N=C/c2ccccc2OC(=O)c2ccccc2)cc1,6,-7,23,-3,-21,0,2,5
CCOc1cc(/C=N/Nc2cc(C)nc(-n3nc(C)cc3C)n2)ccc1O,-9,6,-22,-9,1,-2,-2,-8
CCOC(=O)c1c(NS(=O)(=O)c2cccc(OC)c2)sc2c1CCC2,-8,-1,4,1,25,-64,3,13
N#Cc1c(F)cccc1N1CCOCC1,-11,5,-407,-5,0,0,-6,-5
Cc1c(F)cccc1NS(=O)(=O)c1ccc2c(c1)c(C)cc(=O)n2C,-3,-2,0,12,-23,0,-14,4
Cn1c(=S)[nH]c2c(c1=O)C(C)(C)Cc1ccccc1-2,x,x,-18,-4,-7,2,x,x
O=C(CNS(=O)(=O)c1ccccc1)OCC(=O)c1c[nH]c2ccccc12,2,3,-11,5,5,2,-3,24
CCOC(=O)c1c(C)[nH]c(C(=O)CN2C(=O)NC(C)(c3ccc4ccccc4c3)C2=O)c1C (configuration not stated),-6,-3,19,-3,15,2,-3,12
COc1ccc(-c2cnc(NCc3cc4c(cc3[N+](=O)[O-])OCO4)n2C)cc1,-4,-10,-10,-8,17,-1,-13,-1
O=C(O)c1ccc(/C=N/N2CCN(Cc3cccc4ccccc34)CC2)cc1,-14,-5,9,9,-7,0,7,3
N/C(=N\OC(=O)c1ccc(Br)o1)c1cccnc1,-19,-13,17,-3,1,1,-9,6
Cc1ccc2c(c1)nnn2C1CCN(CC(=O)Nc2ccccc2N2CCOCC2)CC1,-10,-7,12,-4,-7,2,-4,8
CCC(C)(C(=O)NC1CCCCC1)N(C(=O)c1ccccn1)c1ccccc1 (configuration not stated),6,0,5,2,4,0,0,-2
Cc1ccc(C)c(N2CCN(C(=O)CCS(=O)(=O)c3ccc4c(c3)NC(=O)C(C)S4)CC2)c1 (configuration not stated),-7,5,16,-5,23,2,2,16
Cc1ccc(N2C(=O)CC(Sc3ncn[nH]3)C2=O)cc1C (configuration not stated),-14,-4,29,2,13,0,-1,7
COc1cccc(/C=C2\SC(=O)N(CCC(=O)N3CCCCC3CCO)C2=O)c1 (configuration not stated),-10,-12,-42,6,-20,0,-12,4
O=c1c(-c2ccc(Oc3ccccc3)cc2)[n+]([O-])c2ccccc2n1OCc1ccccn1,6,0,-80,3,4,-16,2,4
CCOc1ccc(-n2cc(C(=O)Nc3cccc(C)n3)c3cc(OC)c(OC)cc3c2=O)cc1,5,6,-29,-5,23,3,4,18
Cc1ccc(NS(=O)(=O)c2ccc(C(=O)N3CCCCCC3)cc2)cc1,-8,-8,4,1,-12,1,-9,17
CC(=O)c1cc(C(=O)N2CCCC(CCC(=O)N(C)CCc3ccccn3)C2)cs1 (configuration not stated),3,8,-3,-5,0,-2,-4,-4
CCOc1cc(/C=C2\N=C(C)OC2=O)cc(Br)c1OCC(=O)OC,-15,-5,2,-3,-1,-6,-7,6

# Already shown: entries from further up.
SMILES,SENP6 block,SENP7 block,SENP8 block-1,HKDC1 inhibitor,PfGluPho inh,SENP1 inh,SENP8 block-2,Apaf1 inhib
COc1cccc(/C=C2\SC(=O)N(CCC(=O)N3CCCCC3CCO)C2=O)c1 (configuration not stated),-10,-12,-42,6,-20,0,-12,4
O=c1c(-c2ccc(Oc3ccccc3)cc2)[n+]([O-])c2ccccc2n1OCc1ccccn1,6,0,-80,3,4,-16,2,4
CCOc1ccc(-n2cc(C(=O)Nc3cccc(C)n3)c3cc(OC)c(OC)cc3c2=O)cc1,5,6,-29,-5,23,3,4,18
Cc1ccc(NS(=O)(=O)c2ccc(C(=O)N3CCCCCC3)cc2)cc1,-8,-8,4,1,-12,1,-9,17
CC(=O)c1cc(C(=O)N2CCCC(CCC(=O)N(C)CCc3ccccn3)C2)cs1 (configuration not stated),3,8,-3,-5,0,-2,-4,-4
CCOc1cc(/C=C2\N=C(C)OC2=O)cc(Br)c1OCC(=O)OC,-15,-5,2,-3,-1,-6,-7,6

# Next section.
SMILES,SENP6 block,SENP7 block,SENP8 block-1,HKDC1 inhibitor,PfGluPho inh,SENP1 inh,SENP8 block-2,Apaf1 inhib
COc1ccccc1CCCNC(=O)C1CCC(=O)N(CCCN2CCCC2=O)C1 (configuration not stated),-15,-15,8,1,-1,3,-12,-8
COC(=O)c1[nH]c2ccccc2c1NC(=O)CN1CCN(c2cccc(Cl)c2)CC1,-11,13,-358,-2,4,-1,-4,13
CC(C)c1ccc(NC(=O)C[n+]2ccn(C3=C([O-])c4ccccc4C3=O)c2)cc1,36,16,24,3,8,-1,7,24
COC(=O)CCCC(=O)N(C)CC1CCCN(CCc2ccccc2C)C1 (configuration not stated),x,x,12,3,-10,0,x,x
O=C(Cc1ccc(-n2c(=S)[nH]c3ccccc3c2=O)cc1)N1CCN(c2ccccc2)CC1,5,10,5,-5,-9,1,7,8
CCSc1ccc(-c2cccc([N+](=O)[O-])c2)nn1,-9,-4,-28,-5,4,2,-17,8
CCOc1ccccc1NC(=O)CSc1c(C)n[nH]c1C,-23,0,19,1,-1,0,-4,-11
CCOc1ccc2nc(N/C(N)=N/S(C)(=O)=O)nc(C)c2c1,-12,5,-419,-3,7,0,-6,-6
Cn1c(N/N=C/c2cccs2)nc2c1c(=O)n(Cc1ccccc1)c(=O)n2C,-5,-1,-137,-8,22,3,-11,17
Cc1nc2c(-c3ccccc3)c[nH]n2c(=O)c1Cc1ccccc1,-2,-3,-405,9,-28,-2,-3,16
CC1(C2CC2)NC(=O)N(CC(=O)NCc2ccc(Cl)cc2Cl)C1=O (configuration not stated),-7,-9,3,0,-10,2,-16,10
CC(=O)Oc1ccc2oc3c(c2c1)C(=O)CCC3,-10,-1,17,0,18,-1,-14,3
O=C(OCCCN=C1NS(=O)(=O)c2ccccc21)c1ccccc1,-2,-1,2,-1,4,0,13,-2
O=C(c1cnn2c(C(F)F)cc(C3CC3)nc12)N1CCOCC1,-6,-7,-38,-7,-1,3,-2,-13
COc1ccc(-c2ccc(=O)n(Cc3cc(=O)n4ccccc4n3)n2)cc1,-34,-8,-417,-5,10,-2,-6,8
CCOC(=O)CC1Sc2ccccc2NC1=S (configuration not stated),3,4,10,-6,22,-2,1,-16
COc1cccc(Nc2ccc(C(=O)O)cc2[N+](=O)[O-])c1,17,10,26,13,-11,2,-3,-2
COc1ccc(-c2ccc([C@H]3[C@H]4C=CC[C@@H](C)[C@@H]4C(=O)N3Cc3ccccc3)c(F)c2)cc1OC,4,-4,-124,2,17,0,1,15
CCc1cc(C(=O)N2CCN(c3ncccn3)CC2)sc1C,-7,-3,-4,-5,-8,1,-2,9
N#Cc1ccc(OCC(=O)N/N=C(\CCC(=O)O)c2cccs2)cc1,6,-6,-4,-4,-1,-3,3,-11
O=C(C[C@H]1C/C=C\C[C@@H](Cc2ccc(F)cc2)C(=O)OC[C@H]2CCCN2C1=O)N[C@@H](CO)Cc1ccccc1,-13,-1,15,-8,0,3,6,6
NC(=O)N/N=C/c1ccc([N+](=O)[O-])o1,-8,3,24,3,-4,2,5,6
COc1ccc(C(=O)NCCSCc2ccccc2)cc1OC,-5,-9,16,9,-8,1,-4,8
O=C(O)CSc1nnc(Cn2nnc3ccccc32)n1CCc1ccccc1,-13,-13,-4,-4,-10,3,-5,4
CCn1c(CNC(=O)COc2ccc(C(C)C)cc2)nnc1SCC(=O)NC1CCCCC1C (configuration not stated),-6,18,14,-5,5,0,-1,24
C[C@H]1CN([C@@H](C)CO)C(=O)c2cccc(NC(=O)C3CC3)c2O[C@H]1CN(C)S(=O)(=O)c1ccccc1,-3,-6,24,-7,8,1,8,2
COc1cc2c(cc1OC)C(COc1cc(C)cc(C)c1)N(C(C)=O)CC2 (configuration not stated),-11,-4,-2,-1,1,1,2,6
C[C@@H]1CC=C[C@H]2[C@H]1C(=O)N(Cc1ccccc1)[C@H]2c1ccc(/C=C/c2ccccc2)cc1F,-3,7,-110,7,15,2,1,18
O=C1C2C3C=CC(C4CC34)C2C(=O)N1Cc1ccco1 (configuration not stated),-11,-4,21,-2,-8,3,-2,0
Cc1ccc(S(=O)(=O)N2CCOCC2)c2nsnc12,-11,-4,10,-7,-11,3,1,11
COc1cccc(CN(C)C(=O)c2cccc(OCc3ccccc3)c2)c1,-3,1,6,3,-9,1,-2,19
COCCN(C(=O)CCc1nnc(CCc2c[nH]c3ccccc23)o1)C(C)C,2,0,1,-2,-10,-1,1,-1
O=C(c1cccnc1)N1CCN(c2ccc3ccccc3n2)CC1,-4,-2,-397,-7,-4,1,-1,-5
Cc1ccc(NC(=O)c2cc(S(=O)(=O)NCCC3=CCCCC3)ccc2F)cc1F,5,-1,18,15,7,3,-7,6
Cc1cc(Nc2nnnn2-c2ccccc2)n(-c2ccc(Cl)cc2)n1,4,8,-183,0,-49,0,2,3
O=C(CNc1ccc(F)cc1)N/N=C/C1CC=CCC1 (configuration not stated),-4,-2,11,-3,4,-3,2,4
CC1CN(C(=O)Cn2c(C(F)(F)F)nc3ccccc32)CC(C)O1 (configuration not stated),-17,-9,15,1,-1,2,-5,3
Cc1ccc(-n2c(C)cc(C(=O)OCC(=O)N(C)C3CCS(=O)(=O)C3)c2C)cc1 (configuration not stated),-4,0,9,0,-12,0,-10,3
